aDG glyco up – activators of alpha-DG glycosylation, primary screen, uHTS, Pro5-aDG cells, AlphaScreen | alpha-DG glycosylation AlphaScreen (IIH6); 0% Pro5, 100% B10-LARGE cell signal | activation, % at 10 µM | 360,000 tested, 0.22% active | AID 624168, 2012;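 active means activation of at least 8% versus controls, or a plate z-score of at least 8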;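 further: Pro5 are CHO cells carrying HIG-tagged alpha-DG that lacks glycosylation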
N-glyco inh – increase of ERlucT glycosylation luciferase signal, primary screen, N-linked glycosylation inhibitor project, D54 ERlucT cells, luminescence, set 2. AID 588692, 2011. 360,000 tested, 0.23% active. D54 ERlucT glycosylation luciferase reporter, 24 h; percent of 100 nM tunicamycin response. reporter increase, % at 12.5 µM;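 active means mean luciferase reporter signal, scaled so untreated is 0 and the glycosylation-blocking control 100, at or above a set limit in every replicate; inconclusive means mean reaches the limit but not every replicate does; inactive means mean below the limit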;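 further: luciferase carries N-glycosylation sites so blocking glycosylation raises the light; 0% = median of neutral control wells and 100% = median of 100 nM tunicamycin wells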
NOD2-RIPK2 inh – NOD2-RIPK2 binding disruptors in cells, primary screen, fluorescence, CHO cells, BLA complementation. Receptor-interacting serine/threonine-protein kinase 2 (Homo sapiens), O43353. CCF4 ratio. inhibition, % at 4.98 µM. 360,000 tested, 0.38% active; in the data active means inhibition above about 21%;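 further: 0% = vehicle only and 100% = reference blocker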
MC4R barr agon – MC4R agonists recruiting beta-arrestin, primary screen, cell-based, luminescence, agonist arm of biased-ligand search; U2OS MC4R beta-arrestin complementation; percent of melanotan II response, DMSO zero; activation, % at 8.9 µM; 360,000 tested, 0.98% active; AID 540308, 2011;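 active means activation above a per-plate cutoff, the mean activation of sample wells on that plate plus 3 SD, cut at about 8% in these data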
ABHD5-PLIN5 inh – ABHD5-PLIN5 interaction inhibitors, primary screen, cell lysate, split luciferase complementation, luminescence; inhibition, % at 4 µM; 360,000 tested, 0.78% active; Split G. princeps luciferase complementation, 4 h;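 active means inhibition above the mean inhibition across every tested compound plus 3 SD, cut at about 22% in these data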;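 further: 0% = DMSO only wells and the 100% control is not disclosed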
TLR9-MyD88 inh – inhibitors of TLR9-MyD88 association in cells, primary screen, cell-based, CHO, BLA complementation, fluorescence. Toll-like receptor 9 (Homo sapiens) + Myeloid differentiation primary response protein …. CCF4 FRET ratio. inhibition, % at 4.98 µM. 340,000 tested, 0.21% active;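 active means inhibition above the mean over all tested compounds plus 3 SD, cut at about 21% in these data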;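 further: 0% = DMSO only wells and 100% = clavulanate BLA inhibitor control wells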
Exocytosis inh – LAMP-1 surface exposure blockers, TALL-104 cells – cell-based, flow cytometry, MLPCN library, primary screen; TALL-104 LAMP-1 surface exposure; cells stimulated with thapsigargin and PMA; inhibition, % at 10 µM; 360,000 tested, 0.66% active; AID 651702, 2012;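 active means inhibition above about 55%, limit read from the data; inconclusive means no clear call, values can overlap the other calls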
Vif imaging – HIV Vif self-association inhibitors, primary screen, imaging, HEK293T, single point; HEK293T cells, Vif self-association by quenched fluorescence, 24 h; inhibition, % at 7.49 µM; 340,000 tested, 0.35% active; in the data active means inhibition above about 50%, passing the limit was not always enough; inconclusive means no clear call, values can overlap the other calls; inactive means below about 31%; further: some results filed as inactive read as strong as hits
MC4R antagonist – MC4R antagonists of cAMP signaling, primary screen, cell-based, TR-FRET, antagonist arm of biased-ligand search. 360,000 tested, 0.48% active. inhibition, % at 6.5 µM. MC4R-expressing cells, MTII-stimulated cAMP, LANCE TR-FRET;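 active means inhibition above its plate's cutoff, the mean of tested wells on that plate plus 3 SD, cut at about 29% in these data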;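 further: 0% = Melanotan II alone and 100% = Melanotan II plus saturating MCL0020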
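System – human MC4R-expressing U2OS cells · Also added – Melanotan II · Dosing – one concentration, 6.5 µM nominal · Timing – 30-min compound, 1-h challenge, 1-h detection, room temperature · Measured by – Eu-cAMP/anti-cAMP TR-FRET, emission 671 nm · Replicates – singlicate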
ABCB6 inh MLPCN – ABCB6 transporter inhibitors, primary screen, K562-ABCB6 cells, flow cytometry, MLPCN library; fluorescence ratio to DMSO, % at 10 µM; K562-ABCB6 porphyrin accumulation, 1 h; active compounds read low; 360,000 tested, 0.19% active; AID 602162, 2011; ATP-binding cassette sub-family B member 6 (Homo sapiens), Q9NP58;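 active means fluorescence ratio to DMSO below 75%, the collection mean minus 3 SD; inconclusive means too few cells collected in the well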;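 further: signal is porphyrin accumulated inside mitochondria; 100% equals median channel fluorescence of DMSO control wells; lower ratio means ABCB6 inhibition with less porphyrin fluorescence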
* hit, by the source's call; u = inconclusive; x = not tested or not shown.

SMILES	aDG glyco up	N-glyco inh	NOD2-RIPK2 inh	MC4R barr agon	ABHD5-PLIN5 inh	TLR9-MyD88 inh	Exocytosis inh	Vif imaging	MC4R antagonist	ABCB6 inh MLPCN
COc1cccc(C(C(=O)NC2CCCCC2)N(Cc2ccco2)C(=O)c2ccccn2)c1 (configuration not stated)	0.2	0	7	1.6	5	9	10	-16	-3	99
CC1Cc2ccccc2N1C(=O)COC(=O)c1n[nH]c(=O)c2ccccc12 (configuration not stated)	0.0	3	-2	-3.1	4	-10	4	0	-1	87
CCCc1cc2c(cc1NC(=O)c1ccc(Br)cc1)OCO2	-0.1	1	2	6.2	-1	4	-11	-15	3	98
c1csc(-c2nn3c(C4COc5ccccc5O4)nnc3s2)c1 (configuration not stated)	0.0	-5	2	1.6	5	0	0	-3	-26	97
O=C(NC1CCCC1)c1cccc(Oc2ccccc2)c1	0.9	-3	-5	0.0	-2	-3	-1	1	2	100
CCC(C)(C(=O)NC1CCCC1)N(C(=O)CC1NC(=O)NC1=O)c1c(C)n(C)n(-c2ccccc2)c1=O (configuration not stated)	0.0	0	-2	-0.7	-4	-14	12	0	-1	107
COc1ccc(N2CCN(CCCNC(=O)Cn3c(=O)c4cccn4c4cccnc43)CC2)cc1	-0.1	-1	-5	-1.8	8	12	0	-2	0	105
COc1ccc(/C=C2/C(=O)N(CC3CCCO3)C(=S)N2C)c(OC)c1 (configuration not stated)	-0.2	-3	14	-1.7	0	8	-1	-1	-3	97
O=C(C1CCC(=O)N(C2CCCC2)C1)N1CCN(Cc2cccc(Cl)c2)CC1 (configuration not stated)	-0.1	1	-6	-3.1	-11	-3	8	16	3	95
Cc1ccc(C(O)C(=O)c2ccco2)cc1 (configuration not stated)	0.0	2	4	-1.6	0	-1	-4	3	-3	95
COc1ccc(CC(=O)N(C)C2CCCCC2)cc1S(=O)(=O)N1CCOCC1	0.1	5	-10	2.6	-2	2	-2	-4	-1	96
C/C=C(/CCC1NCCc2c1[nH]c1ccccc21)[Si](C)(C)C (configuration not stated)	1.5	-3	1	3.3	-11	14	-5	6	-1	113
COCCNC(=O)CN1CCOc2ccccc21	0.0	2	4	-0.8	2	8	1	15	3	96
CN(C(=O)CSc1nnc(-c2cccs2)n1C1CC1)C1CCS(=O)(=O)C1 (configuration not stated)	-0.1	-1	3	-1.8	4	0	0	31	1	97
NS(=O)(=O)c1ccc(CCNC/C=C/c2ccccc2)cc1	0.0	-1	-1	0.8	0	-5	1	-1	6	98
O=C(Nc1nc2ccccc2n1CCN1CCOCC1)c1ccc(Cn2cc([N+](=O)[O-])cn2)o1	0.0	0	-12	-1.1	4	3	-14	-2	17	94
CCCCC(CC)CNC(=O)CCS(=O)(=O)c1cccc2nsnc12 (configuration not stated)	0.0	-2	4	-1.9	-4	2	2	x	-5	93
CCOC(=O)C1(Cc2cccc(OC)c2)CCN(CC(O)CO)CC1 (configuration not stated)	0.0	-1	2	-0.7	-2	-3	-1	2	6	98
O=C1/C(=C/c2ccncc2)Cc2ccccc21	0.0	2	-20	-1.4	17	-9	0	-16	2	96
Cc1nnc(SCC(=O)Nc2ccc3c(c2)OCCO3)n1CC1CCCO1 (configuration not stated)	0.2	-1	0	-1.1	-1	-7	2	20	-5	91
CC(C)N1C(=O)C2(OCCCO2)c2cc(Br)ccc21	0.1	0	8	-1.0	0	6	-4	3	1	101
CC(=O)OC1c2ccccc2C(=O)N1c1ccccc1C (configuration not stated)	-0.1	2	2	-0.7	5	1	-3	-4	4	96
COc1cccc(NC(=O)c2cc(-c3ccc(C)o3)nc3ccccc23)c1	-0.4	-2	0	-1.5	16	3	3	0	4	94
O=C(CC1C(=O)NCCN1C(=O)Nc1ccccc1)Nc1ccc2c(c1)OCO2 (configuration not stated)	-0.3	2	3	-1.3	3	-2	-1	0	1	96
O=C(COc1ccccc1Cl)N(Cc1ccco1)C1CCS(=O)(=O)C1 (configuration not stated)	-0.1	2	-13	1.0	20	1	4	0	-8	96

Next part (two carried over from the part before).
SMILES	aDG glyco up	N-glyco inh	NOD2-RIPK2 inh	MC4R barr agon	ABHD5-PLIN5 inh	TLR9-MyD88 inh	Exocytosis inh	Vif imaging	MC4R antagonist	ABCB6 inh MLPCN
O=C(CC1C(=O)NCCN1C(=O)Nc1ccccc1)Nc1ccc2c(c1)OCO2 (configuration not stated)	-0.3	2	3	-1.3	3	-2	-1	0	1	96
O=C(COc1ccccc1Cl)N(Cc1ccco1)C1CCS(=O)(=O)C1 (configuration not stated)	-0.1	2	-13	1.0	20	1	4	0	-8	96
COc1ccc(OC)c(NC(=O)c2ccc(NC(C)=O)cc2)c1	0.1	1	-1	2.8	-3	-3	-2	-1	-7	106
O=C1OCCN1N1CCOC1=O	0.3	-1	0	-2.5	7	-5	2	8	7	98
Cc1ccc(-c2nc3ccccc3[nH]2)cc1N	0.0	-12	1	-0.6	2	8	-1	-6	-4	101
CC(=O)c1nnn(-c2nc(N3CCCC3)nc(N(c3ccccc3)c3ccccc3)n2)c1C	0.2	2	-11	2.7	5	-3	1	9	7	100
O=C(CSc1ncccn1)NC(=O)NC1CCCC1	-0.3	2	-2	-2.5	-1	-3	8	-8	-2	91
CCCCN(CC)CCCNC(=O)Cn1nc(Cc2ccncc2)c2ccccc2c1=O	-0.1	-1	4	-2.2	1	-1	10	13	2	98
Cc1cccc(NC(=O)C(c2cccc([N+](=O)[O-])c2)N2CCCCC2)c1 (configuration not stated)	0.4	0	-2	-2.5	-4	0	5	-11	8	93
O=C(NCc1ccccc1)C1CCCN(S(=O)(=O)c2cccc3nonc23)C1 (configuration not stated)	0.1	-2	9	-1.5	-2	-1	-2	6	1	95
Cc1ccc(CN(C)C(=O)c2ccccc2NC(=O)c2ccccc2)o1	-0.1	-1	-8	-2.0	15	-5	-7	0	-1	104
O=S(=O)(Nc1ccc2c(c1)OCO2)c1ccccc1	1.0	-2	-4	-1.5	4	-6	0	-1	17	99
Cc1ccc(C)c(NC(=S)/C(=C(\[O-])c2ccc(Cl)s2)[n+]2ccccc2)c1	-0.3	2	1	-4.6	0	9	-4	-5	3	107
O=C(NC(=S)Nc1ccccc1F)c1ccc(Br)o1	0.4	0	0	-1.9	-5	1	1	-9	7	105
O=C(Nc1ccc(Cc2ccncc2)cc1)C1CCC(N2C(=O)C3CC=CCC3C2=O)CC1 (configuration not stated)	0.2	-1	-5	-2.0	6	-8	3	7	1	100
Cc1ccnc(NC(=O)c2ccc(OCc3c(C)noc3C)cc2)c1	0.0	-1	-17	-4.0	-9	-17	-12	9	-3	99
CC(C)c1ccc(/C=C2\NC(=S)N(Cc3cccnc3)C2=O)cc1	2.2	-5	-14	4.0	-8	x	0	7	10	89
CC(C)Cc1nnc(NC(=O)Cc2cccs2)s1	0.1	1	6	-1.4	-4	0	7	0	17	117
O=S(=O)(Oc1ccccc1/C=N/n1cnnc1)c1ccccc1	0.4	0	-2	-1.8	3	5	4	4	3	97
CC(C)CNS(=O)(=O)c1ccc(CCC(=O)NC2CCCC2)cc1	0.3	1	1	0.1	-3	19	-4	10	5	104
CCC1(c2ccccc2)NC(=O)N(CC(=O)Nc2cccc(C#N)c2)C1=O (configuration not stated)	0.0	3	-5	0.8	-1	2	-2	0	-6	94
O=[N+]([O-])c1ccc(N2CCN(c3ccccc3O)CC2)c(Cl)c1	1.3	-7	-25	4.5	-1	-8	6	5	10	90
CCC(=O)NC(=S)Nc1ccc(OC)cc1OC	-0.4	2	0	-0.7	-3	-11	5	12	6	98
CCn1c(Oc2cccc(Br)c2)nc2c1c(=O)n(C)c(=O)n2C	0.1	0	-1	-1.1	1	6	17	17	10	96
O=[N+]([O-])c1ccccc1S(=O)(=O)Oc1ccc(C(=S)N2CCOCC2)cc1	0.6	0	0	0.2	0	9	-3	-3	3	94
CCn1c(COc2cccc(C)c2C)nnc1SCC(=O)N1CCN(c2ccc(OC)cc2)CC1	0.7	-5	-3	0.7	0	-2	-2	-38	6	91
CCC(C)Nc1nc2c(c(=O)n(C)c(=O)n2C)n1Cc1cccc(C)c1 (configuration not stated)	-0.2	-1	16	-1.1	-2	-5	0	1	1	98
(further entries)
SMILES	aDG glyco up	N-glyco inh	NOD2-RIPK2 inh	MC4R barr agon	ABHD5-PLIN5 inh	TLR9-MyD88 inh	Exocytosis inh	Vif imaging	MC4R antagonist	ABCB6 inh MLPCN
COc1ccc(C(=O)NC(C)(C)C)cc1S(=O)(=O)N1CCCC1	0.0	3	3	-2.3	2	6	2	u	3	86
COc1ccc([C@H]2N[C@]3(CCCN(Cc4ccc(Cl)cc4)C3=O)[C@H]3C(=O)N(Cc4ccccc4)C(=O)[C@@H]23)cc1	0.4	2	-7	-1.8	-6	-17	2	1	5	99
COc1cccc(NC(=O)Nc2nnc(Cc3ccccc3)s2)c1	0.1	0	-12	4.5	-4	-16	-2	10	20	99
CC1C(=O)CCCCCCCCCC2C1(N1CCOCC1)CS2(=O)=O (configuration not stated)	-0.3	1	-4	-0.7	-5	3	1	13	-2	101
Cc1ccc(S(=O)(=O)N(C#N)c2nc(C)cc(C)n2)cc1	1.0	1	-1	0.6	-2	-17	-2	6	-2	100
O=C(CCc1c[nH]c2ccccc12)N1CCN(S(=O)(=O)c2ccccc2)CC1	0.1	2	-6	-2.3	1	1	-4	7	2	88
CCCOP(=O)(c1ccc(N(C)C)cc1)C(O)c1c(Cl)cccc1Cl (configuration not stated)	0.0	-1	0	-0.1	6	0	6	-3	7	99
CC1Cc2ccccc2N1C(=O)CSc1nnnn1C1CCCC1 (configuration not stated)	0.9	0	-3	-2.1	-4	-2	-1	-2	1	94
COc1cccc(C(=O)N2CCN(C(=O)C3COc4ccccc4O3)CC2)c1 (configuration not stated)	-0.2	0	-3	-2.6	9	0	-1	1	1	97
CCN(CC)S(=O)(=O)c1ccc(NC(=O)CCC2CCCCC2)cc1	0.2	-6	-13	2.4	-11	-2	-2	x	18	100
Cc1cc(Oc2ccccc2)nc(SCC(N)=O)n1	-0.1	-2	-1	1.6	2	1	3	x	-3	90
CC(=O)NS(=O)(=O)c1cccnc1Nc1cccc(Cl)c1	-0.3	2	-7	0.0	4	-1	-1	18	2	89
Cc1ccccc1S(=O)(=O)Cc1ccc(C(=O)NCCc2ccccc2)o1	-0.2	-5	-5	-0.2	3	-2	8	1	-2	103

Individual results from the list.
COc1ccc(C(=O)NC(C)(C)C)cc1S(=O)(=O)N1CCCC1 in NOD2-RIPK2 inh shows 3
CC1Cc2ccccc2N1C(=O)CSc1nnnn1C1CCCC1 (configuration not stated) in TLR9-MyD88 inh shows -2

A portion of the library; count on the stated rates, not on these rows.
